IDH1 R132H inh: human IDH1 R132H inhibition | O75874 | IDH1-R132H enzyme, NADPH consumption, diaphorase/resazurin fluorescence | Potency, µM (top dose mostly 76.6 µM), for the others: top-dose activity change, negative = inhibition, most hits filed as inhibitors | 390,000 compounds, 0.093% hits; further: on the % scale 0 is the no-effect control and ±100 the full control effect; nearly all actives have a fitted effect of over 65% in size
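IDH1-R132H (0.5 ug/mL) preincubated 30 min with compound, then NADPH (0.016 mM) and alpha-KG (2 mM) added; 80 min at RT, pH 7.5. Remaining NADPH coupled via diaphorase/resazurin to fluorescence (540/590 nm); concentration-response curves normalized to no-enzyme control.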
RXFP1 ag: activates the human relaxin receptor RXFP1; 370,000 compounds, 0.3% hits; AID 2676; Potency, µM (highest dose often 57.5 µM), inactives show at the highest dose activation, hits mostly activators; HEK293T-RXFP1 cAMP TR-FRET, 30 min; response scale: percent of porcine relaxin response, buffer zero; further: on the % scale 0 is the no-effect control and ±100 the full control effect; nearly all actives have a fitted effect of over 60% in size; many of its hits are not listed in these tables
Target sequence (Q9HBX9 whole entry, looked up): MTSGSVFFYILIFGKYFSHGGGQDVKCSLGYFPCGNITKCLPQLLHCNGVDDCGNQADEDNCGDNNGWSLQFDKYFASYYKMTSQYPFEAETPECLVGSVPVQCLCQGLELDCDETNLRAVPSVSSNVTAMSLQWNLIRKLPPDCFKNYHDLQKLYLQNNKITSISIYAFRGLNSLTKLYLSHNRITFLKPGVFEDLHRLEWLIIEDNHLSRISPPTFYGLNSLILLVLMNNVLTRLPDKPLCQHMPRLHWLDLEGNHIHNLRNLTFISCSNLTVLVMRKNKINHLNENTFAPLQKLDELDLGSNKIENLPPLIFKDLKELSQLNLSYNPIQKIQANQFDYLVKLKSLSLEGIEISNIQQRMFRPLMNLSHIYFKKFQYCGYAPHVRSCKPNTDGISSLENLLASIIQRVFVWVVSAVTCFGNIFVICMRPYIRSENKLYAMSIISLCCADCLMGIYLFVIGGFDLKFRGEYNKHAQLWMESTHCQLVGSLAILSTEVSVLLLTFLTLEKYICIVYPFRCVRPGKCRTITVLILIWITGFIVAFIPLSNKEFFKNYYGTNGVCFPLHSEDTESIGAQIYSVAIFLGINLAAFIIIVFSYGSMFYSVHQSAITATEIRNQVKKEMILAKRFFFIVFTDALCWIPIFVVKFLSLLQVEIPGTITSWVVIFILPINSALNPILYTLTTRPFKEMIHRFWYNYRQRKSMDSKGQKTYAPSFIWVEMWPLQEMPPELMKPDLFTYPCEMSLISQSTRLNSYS
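Agonist response is measured as cAMP accumulation in an RXFP1-transfected HEK293T line under PDE4 inhibition. Values are scaled between buffer-only and 29 nM porcine relaxin, and EC50s come from standard Hill equation fits.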
12-LOX inh: ALOX12 (human) lipoxygenase inhibition. Potency, µM (highest dose often 108 µM), for inactives: top-dose activity change, negative = inhibition, actives largely listed as inhibitors. purified 12hLO, xylenol orange hydroperoxide absorbance. 580,000 compounds, 1.1% hits. P18054; further: on the % scale 0 is the no-effect control and ±100 the full control effect
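Hydroperoxide product was detected by ferrous iron/xylenol orange as the 573 to 405 nm absorbance ratio. Arachidonic acid at 40 uM (final) was turned over for 30 min at room temperature by 150 nM human 12hLO, pH 7.0 Hepes buffer, after 15 min compound preincubation.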
Vif-A3G inh: inhibitors of Vif-APOBEC3G interaction; Q9HC16; HeLa A3G-eYFP + Vif (tagged APOBEC3G with the HIV-1 protein that degrades it), YFP fluorescence, overnight; Potency, µM (titrated, usually from 46.1 µM), without a hit: at the highest dose activity, negative = active, actives largely listed as inhibitors; 410,000 compounds, 0.076% hits; AID 602310;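 further: on the % scale 0 is the no-effect control and ±100 the full control effect; nearly all actives have a fitted effect of over 60% in size; hits raise eYFP signal because A3G escapes Vif-driven loss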
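HeLa cells stably expressing Vif and C-terminally eYFP-tagged A3G, seeded overnight at 37 deg C, then exposed to compound by pintool overnight at 37 deg C. Rise in yellow fluorescence (Ex 488/Em 500-530, Acumen) marks blocked Vif-driven A3G degradation.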
Vif-A3F inh: blocks the Vif interaction with APOBEC3F; Potency, µM (series often up to 46.1 µM), for inactives: at the top dose activity, negative = active; 390,000 compounds, 0.2% hits; HeLa A3F-eYFP + Vif (tagged APOBEC3F with the HIV-1 protein that degrades it), YFP fluorescence increase; AID 602313; further: % of control where 0% means no effect; nearly all actives have a fitted effect of over 65% in size
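Fluorescence increase (Ex 488/Em 500-530) after overnight compound treatment at 37 deg C flags inhibition of Vif-driven A3F-eYFP loss in stable HeLa A3F-eYFP/Vif cells seeded overnight beforehand.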
USP1-UAF1 inh: USP1/UAF1 (human) deubiquitinase inhibition | O94782 | recombinant USP1/UAF1, Ub-Rhodamine cleavage fluorescence | Potency, µM (doses to about 57.1 µM), inactives show at the highest dose activity change, negative = inhibition, actives largely listed as inhibitors | AID 743255 | 390,000 compounds, 0.23% hits; further: on the % scale 0 is the no-effect control and ±100 the full control effect; nearly all actives have a fitted effect of over 60% in size; inactives centre near -12
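Step one: compound is pinned into 1nM USP1/UAF1 in HEPES pH 7.8 buffer with TCEP. Step two: 15 min room-temperature incubation. Step three: Ub-Rho (150nM final) starts cleavage, tracked by fluorescence over six one-minute reads.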
RGS4 inh: blocks human RGS4-accelerated GTP hydrolysis. 390,000 compounds, 0.039% hits. Transcreener GDP fluorescence polarization, RGS4-accelerated GTP hydrolysis. Potency, µM (series often up to 114 µM), without a hit: at the highest dose activity change, negative = inhibition, hits mostly inhibitors; further: on the % scale 0 is the no-effect control and ±100 the full control effect; nearly all actives have a fitted effect of over 75% in size; some results filed as inactive show a strong effect at the top dose
Target sequence (P49798 whole entry, looked up): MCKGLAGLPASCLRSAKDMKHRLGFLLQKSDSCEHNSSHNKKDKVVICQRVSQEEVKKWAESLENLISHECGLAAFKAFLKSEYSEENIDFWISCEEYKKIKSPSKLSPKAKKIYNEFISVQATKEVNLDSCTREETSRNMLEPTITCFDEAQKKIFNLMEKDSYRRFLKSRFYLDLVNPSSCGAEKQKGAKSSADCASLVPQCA
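MLSMR compounds (23 nl, pin-transferred) preincubated 10 min at room temperature with a 500nM (2x) first reagent, then RGS4 at 900nM (2x) plus Transcreener GDP mix added; fluorescence polarization (620/688 nm) read before and after 90 min at 30 °C.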
TrxR1 inh: blocks rat thioredoxin reductase 1; O89049; Potency, µM (top dose mostly 114 µM), without a hit: at the highest dose activity change, negative = inhibition, usual class: inhibitors; AID 588453; recombinant rTrxR1, NADPH fluorescence consumption, selenite substrate; 390,000 compounds, 1% hits; further: on the % scale 0 is the no-effect control and ±100 the full control effect; nearly all actives have a fitted effect of over 65% in size
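Rat TrxR1 (90 nM in the dispensed reagent) was pre-reduced with 400 uM NADPH for 5 min at room temperature, then incubated with compound for 15 min. After 400 uM selenite was added, NADPH fluorescence (Ex 340/Em 450 nm) was followed for 8 min.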
TrxR1 substrate: is turned over as a substrate by rat TrxR1; purified TrxR1 substrate turnover, NADPH consumption readout; Potency, µM (series often up to 114 µM), for inactives: top-dose activity change, negative = substrate turnover; 390,000 compounds, 0.01% hits; O89049; AID 588456; further: on the % scale 0 is the no-effect control and ±100 the full control effect; nearly all actives have a fitted effect of over 50% in size
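Rat TrxR1, dispensed at 90 nM, was prereduced with 400 uM NADPH (final) for 5 min at ~22 deg C, then incubated with compound 15 min before 400 uM selenite. A first-read NADPH fluorescence drop versus no-compound background flagged substrates.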
Numbers without * were called inactive; u = inconclusive; x = no result given; & = joins results of further samples; [ ] = another dose, or the depositor's remark. The call rests on the fitted dose curve; in most records, active means well fitted curve in the direction sought with a large enough effect; inconclusive means small, poorly fitted or top-dose-only effect, or another doubt; inactive means no such curve, though single readings can be large; an effect the other way counts as inactive or inconclusive. Potency means the concentration at half of the fitted maximal effect. A portion of the library, so the mix of outcomes need not match the whole.

SMILES	IDH1 R132H inh	RXFP1 ag	12-LOX inh	Vif-A3G inh	Vif-A3F inh	USP1-UAF1 inh	RGS4 inh	TrxR1 inh	TrxR1 substrate
O=C(NCCCc1ccccc1)c1nn(-c2ccccc2)nc1CO	12%	0.0%	-30%	7%	0%	-24%	0%	18%	2%
Cc1ccc(C(=O)NCc2ccco2)o1	3%	0.1%	-14%	0%	-2%	-3%	-7%	-11%[57.1 µM]	5%[57.1 µM]
CON(c1nc(Cl)nc(N(C)C)n1)S(=O)(=O)c1ccc(C)cc1	-10%	2.7%	-14%	-25%	-6%	-15%	-28%[56.9 µM]	7%	-6%
CC1(C)Cc2ccccc2C(NNC(=O)c2ccccn2)=N1	6%	0.9%	0%	-9%	-10%	-2%	6%	-3%	-10%
CCC(C)(C)C1CCC2(CC1)NC(=O)N(CC(=O)NC(C)CCc1ccccc1)C2=O (stereo not given)	-3%	-0.8%	-19%	1%	9%	-13%	4%	22%	3%
C/C(O)=C/c1nc2ccccc2[nH]c1=O	4%	-0.8%	-7%	-5%	4%	1%	1%	-18%	-2%
CSc1nc2ccccc2c(=O)n1C1CCCCC1	6%	1.2%	0%	-1%	u	-16%	-24%	7%	2%
Cc1cccc([C@@H]2[C@@H]3C(=O)N(Cc4ccccc4)C(=O)[C@@H]3[C@]3(C)C(=O)N(c4cccc(F)c4)C(=O)N23)c1	14%	0.1%	u	3%	5%	u	1%	10%	1%
O=C1Nc2ccc(F)cc2C12OCCO2	2%	-0.2%	29%	2%	5%	-22%	-4%[56.9 µM]	12%	8%
O=c1c2[nH]c3ccc(F)cc3c2ncn1CCC1=CCCCC1	6%	-3.3%	-6%	-5%	-2%	0%	-11%	9%	0%
Cc1ccccc1C(=O)NC(C(N)=O)P(=O)(OC(C)C)OC(C)C (stereo not given)	6%	2.2%	u	-5%	-3%	-9%	-12%	7%	5%
Cn1c(=O)c2c(nc(NCCOc3ccc(C(C)(C)C)cc3)n2C)n(C)c1=O	1%	1.5%	1%	0%	3%	-26%	-18%	-3%	-1%
O=C(CSc1nnc(C2CC2)n1-c1ccccc1)NCCc1ccc(F)cc1	5%	-1.1%	0%	1%	7%	-7%	-3%	3%[57.1 µM]	1%[57.1 µM]
Cc1cnc(CN(C)Cc2nc(Cc3cccc(C(F)(F)F)c3)no2)[nH]1	7%	2.2%	24%	0%	0%	-10%	-13%	5%	6%[57.1 µM]
O=C(O)/C(=C\c1ccccc1Cl)c1ccc(S(=O)(=O)N2CCCCC2)s1	3%	-0.4%	u	-6%	2%	-22%	-9%	5%	-6%

Whole records as entered above. Order of screens: IDH1 R132H inh | RXFP1 ag | 12-LOX inh | Vif-A3G inh | Vif-A3F inh | USP1-UAF1 inh | RGS4 inh | TrxR1 inh | TrxR1 substrate
Results for `Cc1cnc(CN(C)Cc2nc(Cc3cccc(C(F)(F)F)c3)no2)[nH]1` = 7% | 2.2% | 24% | 0% | 0% | -10% | -13% | 5% | 6%[57.1 µM]
Results for `O=C(O)/C(=C\c1ccccc1Cl)c1ccc(S(=O)(=O)N2CCCCC2)s1` = 3% | -0.4% | u | -6% | 2% | -22% | -9% | 5% | -6%
Results for `CON(c1nc(Cl)nc(N(C)C)n1)S(=O)(=O)c1ccc(C)cc1` = -10% | 2.7% | -14% | -25% | -6% | -15% | -28%[56.9 µM] | 7% | -6%

The list goes on.
SMILES	IDH1 R132H inh	RXFP1 ag	12-LOX inh	Vif-A3G inh	Vif-A3F inh	USP1-UAF1 inh	RGS4 inh	TrxR1 inh	TrxR1 substrate
CN1CCC(CNC(=O)Nc2ccccc2)(c2ccccc2)CC1	-10%	-1.8%	0%	-4%	-14%	-27%	3%	42%[activator]	20%
O=C(O)COc1cccc(/C=C2/SC(=S)N(Cc3ccccc3)C2=O)c1	-4%	2.4%	u	-1%	4%	-10%	u	9%[57.1 µM]	12%[57.1 µM]
CC1CCCCN1C(=O)CSc1nnc(-c2ccccc2Cl)o1 (stereo not given)	6%	6.9%	-20%	-1%	-4%	u	-14%	15%	-4%
COc1ccc(NC(=S)NC(=O)c2cncc(Br)c2)c(OC)c1	2%	-0.2%	2%	0%	-18%	-18%	-23%	10%[57.1 µM]	9%[57.1 µM]
CCN(c1ccccc1)S(=O)(=O)c1ccc(C(=O)Nc2c(C)n(C)n(-c3ccccc3)c2=O)cc1	10%	x	-1%	-1%	u	-6%	14%	2%[2.29 µM]	5%[57.1 µM]
CCC(NC(=O)c1ccccc1NC(=O)c1ccccc1)C(=O)OC (stereo not given)	3%	-0.1%	1%	-1%	-2%	-14%	-15%	32%	15%
Cc1cc(NC(=O)C2CC2)ncc1NC(=O)C12CC3CC(CC(C3)C1)C2	9%	-0.8%	-5%	-5%	0%	-13%	-18%	u	761%[activator]
O=C(NCc1ccc2c(c1)OCO2)C1CCN(C(=O)Nc2ccc(Cl)cc2)CC1	4%	-0.7%	0%	4%	5%	-15%	1%	20%	7%
O=C(COC(=O)/C=C/c1cccc(Cl)c1)Nc1cccc(S(=O)(=O)NC2=NCCC2)c1	1%	-4.1%	-9%	-1%	6%	-2%	6%	16%	-6%
Cc1csc(SCCN2C(=O)c3ccccc3C2=O)n1	-4%	1.1%	9%	3%	-12%	-8%	20%	8%[57.1 µM]	3%[57.1 µM]
Cc1nnc(N2CCCC(C(=O)Nc3cc(F)ccc3F)C2)c2nn(-c3ccccc3)c(C)c12 (stereo not given)	10%&19%	0.6%&4.1%	-6%	u	u	-18%&-11%	8%&3%	-5%&10%	5%&0%
CC(C)(C)c1cc(C(=O)N/N=C/c2ccccn2)n[nH]1	-6%	-1.4%	146%[activator]	2%	-9%	-21%	6%	15%	2%
CCOC(=O)C(C)OC(=O)C1=C(C)NC(=O)NC1c1ccc2c(c1)OCO2 (stereo not given)	-1%	1.4%	30%	-2%	-5%	-26%	3%	-5%	-10%
CC(=O)N1N=C(c2cccc(NS(=O)(=O)c3ccc(C)cc3)c2)CC1c1ccco1 (stereo not given)	3%	2.7%	u	-10%	0%	-10%	-10%	-2%	-2%
C=CCN(CC=C)S(=O)(=O)c1ccc(NC(=S)NC(=O)c2ccc(-c3ccccc3)cc2)cc1	1%	1.0%	3.2µM*	0%	0%	-13%	-50%	15%[57.1 µM]	11%[57.1 µM]
COC(=O)[C@]1(C)N[C@H](CN(C)S(=O)(=O)c2ccc(-c3ccccc3)cc2)[C@@H]2C(=O)N(C)C(=O)[C@@H]21	5%	x	u	2%	2%	-27%	-8%	17%	1%
CCCN1C(=O)C(Cc2nc3ccccc3c(=O)n2CC)c2ccccc21 (stereo not given)	x	0.9%	-7%	x	x	-21%	3%	11%	-2%
Cc1ccc(S(=O)(=O)n2nc(-c3ccco3)nc2NCc2ccccc2Cl)cc1	12%	-0.1%	-27%	-1%	0%	-16%	6%	29%	-1%
COc1ccc(C2CC(=O)c3cnc(NC(=O)c4cc(OC)cc(OC)c4)nc3C2)cc1 (stereo not given)	1%	0.1%	6%[57.4 µM]	-4%	-3%	-12%	4%	-3%	-8%
Cc1ccc(-c2n[nH]c(=S)n2/N=C/c2ccc(C)s2)cc1	-1%	0.3%	16µM*	2%	-7%	-5%	-31%	-19%[57.1 µM]	4%[57.1 µM]
Cc1cc([N+](=O)[O-])ccc1NCc1cccc2ccccc12	9%	x	-2%	-11%	-12%	u	15%	10%	3%
Cc1ccc(OCCC(=O)OCC(=O)C(C)(C)C)cc1	0%	-0.9%	0%	3%	2%	-20%	-15%	2%[57.1 µM]	-26%[57.1 µM]
O=c1[nH]nc(-c2ccc[nH]2)[nH]1	-8%	x	-18%	3%	-8%	1%	x	x	x
COC(=O)Cc1c(C)c2cc3c(c(C)c2oc1=O)OCN(CCc1ccccc1F)C3	12%	9.7%	u	1%	1%	-26%	-31%	u	433%[activator]
NC(=O)c1cc([N+](=O)[O-])ccc1NCc1cccc([N+](=O)[O-])c1	6%	0.4%	12%	3%	-14%	4%	-3%	20%	1%
COCCCn1c(C)csc1=Nc1cccnc1	11%	-0.8%	3%	0%	-14%	-13%	-19%	-7%	-9%
CCOC(=O)C1=NN(C(C)=O)C2(CC(=O)N(c3cc(C)cc(C)c3)C2=O)C1 (stereo not given)	2%	1.4%	-20%	-2%	16%	-14%	15%	10%	9%[57.1 µM]
Cc1cccc(N2CCN(C(=O)c3cc4ccc5cccnc5c4[nH]3)CC2)c1C	2%	-0.1%	-19%	0%	-1%	u	-11%	4%	-3%
CCOC(=O)c1ccc(NC(=O)C2CCN(S(=O)(=O)c3ccc4c(c3)CCCC(=O)N4)CC2)cc1	-4%	-0.4%	-9%	0%	-5%	-24%	0%	21%	1%
N=C1/C(=C/c2ccc(OCc3ccccc3F)cc2)C(=O)N=C2SC(CC(=O)N3CCOCC3)=NN12	-1%	-1.6%	-7%	1%	-5%	-9%	0%	-3%	-11%
Cc1ccc2c(CC(=O)O)coc2c1	-1%	0.6%	10%	1%	-12%	6%	14%	-11%	-9%
Nc1c(Cl)ncnc1N/N=C/c1ccccn1	3%	2.5%	u	u	-4%	-2%	-13%	u	-15%
CCN1CCN(c2ccc(S(=O)(=O)N3CCCCC3)cc2NC(=O)c2cccc(F)c2)CC1	-11%	1.4%	10%	1%	-15%	-7%	8%	-1%[57.1 µM]	-2%[57.1 µM]
O=C1Nc2ccc3sc4ccccc4c3c2C1=O	3%	3.4%	-8%	5%	-14%	-22%	-29%	20%[57.1 µM]	-18%[57.1 µM]
